Screening data (PubChem)
TRHR PAM – allosteric enhancers of human TRH receptor. P34981. TRHR cells, fluo-8 calcium fluorescence, EC20 TRH enhancement. enhancement, % at 2 µM. 0.66% of 360,000 active. AID 493056; in the data active means enhancement above about 30%; further: 0% is about no effect
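Enhancer read-out: after compound pinning and an initial kinetic agonist-mode read, an EC20 of TRH (10 nM final) was injected and fluo-8 calcium signal (Ex 480/Em 530) followed at 1 s/cycle for 100 cycles in TRHR-expressing cells.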
USP1-UAF1 inh – USP1/UAF1 (human) deubiquitinase inhibition; O94782; recombinant USP1/UAF1, Ub-Rhodamine cleavage fluorescence; Potency, µM (doses to about 57.1 µM), for the others: at the top dose activity change, negative = inhibition, actives largely listed as inhibitors; 0.23% of 390,000 active; AID 743255; further: potency means the concentration at half of the fitted maximal effect; on the % scale 0 is the no-effect control and ±100 the full control effect; nearly all actives have a fitted effect of over 60% in size; inactives centre near -12
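In this screen, compounds sit with the deubiquitinase complex (1nM) for 15 min at room temperature before Ub-Rho is added at 150nM final. Fluorescence rise is then followed for 6 reads every 60 seconds.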
TrxR1 inh – rat TrxR1 inhibition; O89049; recombinant rTrxR1, NADPH fluorescence consumption, selenite substrate; Potency, µM (series often up to 114 µM), without a hit: top-dose activity change, negative = inhibition, most hits filed as inhibitors; 1% of 390,000 active; AID 588453; further: potency means the concentration at half of the fitted maximal effect; on the % scale 0 is the no-effect control and ±100 the full control effect; nearly all actives have a fitted effect of over 65% in size
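Rat TrxR1 (90 nM in the dispensed reagent) was pre-reduced with 400 uM NADPH for 5 min at room temperature, then incubated with compound for 15 min. After 400 uM selenite was added, NADPH fluorescence (Ex 340/Em 450 nm) was followed for 8 min.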
TrxR1 substrate – rat thioredoxin reductase 1 substrate activity; O89049; purified TrxR1 substrate turnover, NADPH consumption readout; Potency, µM (top dose mostly 114 µM), inactives show top-dose activity change, negative = substrate turnover; 0.01% of 390,000 active; further: potency means the concentration at half of the fitted maximal effect; on the % scale 0 is the no-effect control and ±100 the full control effect; nearly all actives have a fitted effect of over 50% in size
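Rat TrxR1, dispensed at 90 nM, was prereduced with 400 uM NADPH (final) for 5 min at ~22 deg C, then incubated with compound 15 min before 400 uM selenite. A first-read NADPH fluorescence drop versus no-compound background flagged substrates.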
TRHR ag – agonists of human TRH receptor. AID 493084. P34981. 0.18% of 360,000 active. TRHR cells, calcium flux fluo-8, FDSS agonist mode. activation, % at 2 µM; in the data active means activation above about 30%; further: 0% is about no effect
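In this calcium-flux screen, cells bearing human TRHR are dye-loaded with fluo-8, baselined for 10 cycles, then exposed to library compounds; positive kinetic calcium responses during the agonist phase mark hits, with TRH as control.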
PI4K2A block – inhibitors of human PI4K2A; Q9BTU6; purified PI4K2A, ADP-Glo luminescence, 1 h; stronger effect = lower value; activity change, negative = inhibition, % at 76.9 µM; 0.13% of 420,000 active; AID 1346378; in the data active means activity change below about -50%; inconclusive means mostly about -30% to -49%;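 further: -100% = wells without enzyme as full effect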
Target sequence (Q9BTU6 whole entry, looked up): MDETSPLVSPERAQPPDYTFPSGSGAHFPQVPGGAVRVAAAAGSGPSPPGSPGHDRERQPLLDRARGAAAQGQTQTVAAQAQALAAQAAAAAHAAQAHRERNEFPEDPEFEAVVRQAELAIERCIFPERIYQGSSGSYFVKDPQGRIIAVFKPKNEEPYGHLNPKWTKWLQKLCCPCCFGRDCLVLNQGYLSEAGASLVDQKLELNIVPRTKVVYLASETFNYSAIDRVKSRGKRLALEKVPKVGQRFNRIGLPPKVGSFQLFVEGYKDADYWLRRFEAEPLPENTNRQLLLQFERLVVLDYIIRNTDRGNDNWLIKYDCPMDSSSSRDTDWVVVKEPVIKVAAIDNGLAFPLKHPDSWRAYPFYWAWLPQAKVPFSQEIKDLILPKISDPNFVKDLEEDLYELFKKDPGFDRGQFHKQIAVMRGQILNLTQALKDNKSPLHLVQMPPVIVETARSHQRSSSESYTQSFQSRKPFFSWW
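In this quantitative HTS, ADP production by PI4K2A was quantified luminescently after 1 h at ambient temperature; 100 microM adenosine served as plate-quality control.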
D2 agonist – D2 dopamine receptor (human) agonism | P14416 | HEK293 T-REx D2 cells, calcium flux agonist mode | activation, % at 2 µM | 0.53% of 340,000 active | AID 485358;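 active means activation over 3 SD above normal in the single-dose calcium agonist read, cut at about 30% in these data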; further: 0% is about no effect
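HEK293 Trex D2 cells, tetracycline-induced, o/n 30 C 5% CO2; no-wash Ca dye, RT 30–90 min; 10-cycle baseline, 23 nl cpd added, kinetic Ca read 180 s; agonist hits = positive Ca response.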
mIDH1 inhibitor – blocks human mutant IDH1 R132H enzyme; Potency, µM (doses to about 76.6 µM), for the others: at the top dose activity change, negative = inhibition, actives largely listed as inhibitors; 0.093% of 390,000 active; AID 602179; IDH1-R132H enzyme, NADPH consumption, diaphorase/resazurin fluorescence; O75874; further: potency means the concentration at half of the fitted maximal effect; on the % scale 0 is the no-effect control and ±100 the full control effect; nearly all actives have a fitted effect of over 65% in size
Target sequence (O75874 whole entry R132H, stated change not applied): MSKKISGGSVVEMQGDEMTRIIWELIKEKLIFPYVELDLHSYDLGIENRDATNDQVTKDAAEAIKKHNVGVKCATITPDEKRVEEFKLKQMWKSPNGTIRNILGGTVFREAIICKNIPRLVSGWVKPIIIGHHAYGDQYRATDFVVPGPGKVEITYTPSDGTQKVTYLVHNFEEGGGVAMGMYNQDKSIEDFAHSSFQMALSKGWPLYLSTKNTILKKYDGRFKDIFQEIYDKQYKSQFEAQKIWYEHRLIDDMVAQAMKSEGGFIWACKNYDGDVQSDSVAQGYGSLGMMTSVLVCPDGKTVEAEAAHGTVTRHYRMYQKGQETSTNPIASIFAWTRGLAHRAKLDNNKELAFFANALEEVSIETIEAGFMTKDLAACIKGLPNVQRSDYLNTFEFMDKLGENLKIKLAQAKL
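IDH1-R132H (0.5 ug/mL dispensed) in pH 7.5 Tris buffer was preincubated 30 min with compound, then given a substrate mix of 0.016 mM NADPH and 2 mM alpha-KG for 80 min at room temperature; remaining NADPH was read by diaphorase/resazurin fluorescence.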
D2 antagonist – antagonists of human D2 dopamine receptor. P14416. HEK293 TREx D2 cells, calcium flux, dopamine EC80. inhibition, % at 10 µM. 2% of 340,000 active. AID 485344; in the data active means inhibition above about 30%; further: 0% is about no effect
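Cells plated overnight at 30 C with tetracycline; no-wash calcium dye, 30–90 min RT; 10 s baseline; compound pinned; 180 s read; EC80 dopamine added; another 180 s read.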
An asterisk follows results filed as active; ? = inconclusive; / = not tested or not shown; & = joins results of further samples; [ ] = another dose, or the depositor's remark. Unless noted, the call rests on the fitted dose curve; in most records, active means well fitted inhibition curve with a large enough effect; inconclusive means small, poorly fitted or top-dose-only effect; inactive means no such curve, though single readings can be large or run the other way. The list is partial (hit frequency here may not be typical).

SMILES | TRHR PAM | USP1-UAF1 inh | TrxR1 inh | TrxR1 substrate | TRHR ag | PI4K2A block | D2 agonist | mIDH1 inhibitor | D2 antagonist
CCCc1[nH]nc2c1C1(C(=O)N(CC(N)=O)c3ccccc31)C(C(=O)OC)=C(N)O2 (stereo unspecified) | -9 | -10% | 11%[57.1 µM] | 2% | -0.1 | -2 | -0.3 | 13% | -4
CC1CCC(NCCc2ccc3c(c2)OCO3)CC1 (stereo unspecified) | 1 | -14% | 11% | -3% | 0.6 | 0 | / | 0% | /
COc1ccc(C2SCC(=O)Nc3c2c(=O)[nH]n3C2CCCCCC2)cc1OC (stereo unspecified) | 3 | ? | 20% | 13% | -0.4 | -14 | -1.9 | 12% | 4
CCOC(=O)c1cnc(SCc2ccc(Cl)c(Cl)c2)nc1N1CC1 | / | -24% | 4%[57.1 µM] | 2% | / | -1 | / | -1% | /
O=C(CN1C(=O)CN=C(c2ccccc2Cl)c2cc(Cl)ccc21)NCc1ccco1 | -7 | -14% | -33% | 1% | 0.5 | 0 | 2.5 | 1% | 13
O=C1NC(=O)C(=Cc2ccc(OCC(=O)N3CCOCC3)cc2)C(=O)N1 | 6 | -12% | ? | 2% | -2.7 | -14 | -1.1 | 6% | 18
CCN(CC)P(=O)(NC(=O)c1cccn1C)N(CC)CC | -2 | -46% | 8%[57.1 µM] | 7%[57.1 µM] | -0.2 | -1 | -0.2 | 4% | 0
COc1ccc(NC(=O)CSc2oc(-c3cccs3)nc2S(=O)(=O)c2ccccc2)c(OC)c1 | -4 | ? | ? | -5% | 0.4 | 2 | -0.4 | 0% | /
COC(=O)[C@@H](c1ccccc1)C1CCCCN1 (stereo partly specified) | / | -25% | 22% | 3% | / | -3 | / | -11% | /
CN1C2CCC1C(COC(=O)c1ccccc1)C(O)C2 (stereo unspecified) | 12 | -8% | 13% | -5% | 1.7 | -2 | 1.9 | -5% | -52
Cc1ncc(CNC(=O)N(CCCl)N=O)c(N)n1 | -1 | -1% | 25%[57.1 µM] | 15%[57.1 µM] | -0.1 | -4&4&-7 | -0.6 | -3% | -5
CCCCCn1c(=O)c(C(=O)NCc2ccc(Cl)cc2)c(O)c2ccccc21 | 7 | -22% | 14% | 7% | 0.4 | 2 | -0.2 | -5% | -22
COC(=O)C1=C(c2ccc(OCc3ccccc3)cc2)C[C@@H]2CC[C@H]1N2C(=O)NCc1cccc(C(F)(F)F)c1 | 5 | ? | 17% | -5% | 1.9 | 1 | 0.4 | 6% | -9
COC(=O)C1=C(c2ccc(OC)c(OC)c2)C[C@@H]2CC[C@H]1N2C(=O)N1CCCC1 | -14 | -16% | 3% | 7% | 0.5 | -3 | -0.1 | 13% | 4
COc1ccccc1OCC#CCN1CCCC1 | 4 | -25% | 13%[57.1 µM] | 5%[57.1 µM] | 0.4 | -2 | 1.1 | 5% | -10
O=c1[nH]c(=S)n(-c2ccccc2F)c(O)c1C=NCCN1CCNCC1 | 1 | -13% | -9% | -10% | -0.1 | 8 | -3.6 | -1% | -22
C[C@@H]1O[C@@H](O[C@@H]2C=C3CC[C@@H]4C(CC[C@]5(C)[C@@H](c6ccc(=O)oc6)CC[C@]45O)[C@@]3(C)CC2)[C@H](O)[C@H](O)[C@H]1O (stereo partly specified) | -1 | -6% | 4%[57.1 µM] | 6%[57.1 µM] | -0.2 | 2 | -0.2 | -15% | 1
O=c1[nH]sc2cc(F)ccc12 | -15 | 2% | 39%[activator][57.1 µM] | -16% | 0.4 | -3 | / | 7% | /
CCOC(=O)CCCCCNC(=O)c1c(O)[nH]c(=O)[nH]c1=O | / | -8% | 22% | 6% | / | 0 | / | -1% | /
Cc1nn(Cc2ccccc2Cl)c(C)c1C(=O)OCC(=O)NC1CCS(=O)(=O)C1 (stereo unspecified) | 2 | 3% | -13% | -12% | 0.0 | -5 | 0.2 | 1% | 8
C#CCNc1ccncc1S(=O)(=O)NC(=O)NC(C)C | -1 | -8% | -51% | 11%[57.1 µM] | 0.4 | 0 | 0.0 | 0% | 0
CN(C)CCN(C(=O)COc1ccc(Cl)cc1)c1nc2cc3c(cc2s1)OCO3 | -4 | -12% | 29% | 0% | 0.9 | 5 | 0.0 | -8% | -1
Cc1cc(OCC(=O)N2CCN(CC(=O)N3CCOCC3)CC2)c(C(C)C)cc1Cl | / | -10% | -8% | -4% | / | 1 | / | -8% | /
CC(C)c1ccc(OCC(=O)N2CCCN(C)CC2)cc1 | -5 | -12% | 3% | 1% | 0.0 | 1 | -0.1 | 16% | -19
CCOC(=O)CC1c2ccccc2-n2nncc2CN1Cc1ccc(OC)cc1 (stereo unspecified) | / | -4% | 5% | 0% | / | 3 | / | -6%[38.3 µM] | /
CN1CCCN(C(=O)COc2ccc(Br)cc2)CC1 | -2 | -30% | -1% | -3% | 0.5 | -4 | 0.6 | 6% | 3
CN(C)CCN=Cc1c(O)n(-c2cccc(C(F)(F)F)c2)c(=O)[nH]c1=O | 10 | -10% | -12% | -11% | 0.6 | 0 | -0.4 | 0% | -5
C/C(=N\NP(=S)(c1ccccc1)c1ccccc1)c1ccc(O)cc1O | -1 | -20% | 4% | 7% | -0.3 | 3 | -0.3 | -16% | -20
CC(=O)OC1(C)CC(C)C(=O)C(C(O)CC2CC(=O)NC(=O)C2)C1 (stereo unspecified) | / | -5% | 3%[57.1 µM] | 3% | / | -6 | / | 12% | /
NP(=O)(Oc1ccccc1)c1ccccc1 (stereo unspecified) | / | -5% | -7%[11.4 µM] | 12%[57.1 µM] | / | 9 | / | 10% | /
COC(=O)C1=C(c2ccc(OC)c(OC)c2)C[C@@H]2CC[C@H]1N2C(=O)NCC1CC1 | 2 | -26% | 0% | 7% | -0.4 | -1 | -0.4 | 4% | 3
CC1(c2ccc(Cl)cc2Cl)OCC(Cn2cncn2)O1 (stereo unspecified) | 4 | -20% | -6% | -6% | -0.1 | 0 | 0.2 | -9% | -4
COc1ccccc1-n1c(O)c(C=Nc2c(C)n(C)n(-c3ccccc3)c2=O)c(=O)[nH]c1=O | 1 | -10% | -20% | -19% | 0.6 | 1 | -0.4 | 2% | 7
c1cnc(N2CCNCC2)nc1 | 9 | -22% | 22% | 5% | -0.3 | -6 | 22 | -6% | 4
COc1cccc(NP(=O)(Oc2ccccc2Cl)Oc2ccccc2Cl)c1 | 8 | ? | 21%[57.1 µM] | 9%[57.1 µM] | -0.7 | 2 | -0.2 | 0% | -11
CCCCc1nc(N2CCNCC2)c(C#N)c2c1CSC(C)(C)C2 | 0 | -19% | -39% | 6%[57.1 µM] | -0.2 | -1 | -1.5 | 2% | 13
O=C(O)COc1ccc(Cl)cc1Cl | / | -16% | 9% | 1% | / | -4 | / | 0% | /
CCN1CCN(Cc2cccnc2)CC1 | -5 | -20% | 7%[57.1 µM] | 5%[57.1 µM] | 0.9 | 2 | 1.0 | 3% | 0
CCCCn1c(O)c(C(CC)=NCCN2CCCCC2)c(=O)[nH]c1=O | 2 | -16% | ? | -9% | 0.6 | -1 | 1.1 | 3% | 6
CCN(c1ccc(C(O)(C(=O)OC)C(F)(F)F)cc1)S(=O)(=O)c1ccc(C)cc1 (stereo unspecified) | -6 | -10% | 18% | -13% | -0.8 | 1 | 0.2 | 7% | -3
O=c1[nH]c(=O)n(-c2ccc(Cl)cc2)c(O)c1C=Nc1ccc(S(=O)(=O)Nc2nccs2)cc1 | 3 | -15% | -22% | -20% | 0.6 | -1 | -0.3 | 0% | -9
O=c1[nH]c(O)c(C=Nc2ccc(F)c(Cl)c2)c(=O)[nH]1 | 2 | -5% | 21% | -1% | -0.4 | -3 | 0.4 | 30% | -6
O=C1C2CCCN2C(c2ccncc2)N1c1ccc(Cl)c(Cl)c1 (stereo unspecified) | -1 | -3% | -3% | -7% | 0.3 | 0 | 0.2 | 14% | -4
C=CCNC(=S)/N=C/c1c(O)[nH]c(=O)[nH]c1=O | 4 | -12% | ? | 8%[57.1 µM] | 1.1 | -21 | 1.9 | -10% | -8
COC(=O)c1cc(COc2cc(C)cc3oc(=O)c4c(c23)CCC4)c(C)o1 | -4 | / | / | / | 0.1 | / | -1.2 | / | -5
COCCOC(=O)c1c(N)n(Cc2ccco2)c2nc3ccccc3nc12 | -2 | -16% | 35%[57.1 µM] | 178%[activator][57.1 µM] | 1.7 | 3 | / | 6% | /
O=C(Cn1nc(Cc2cccnc2)c2ccccc2c1=O)N1CCC2(CC1)OCCO2 | -3 | -6% | 22% | 6% | -1.2 | 2 | -0.7 | 1% | 9
Cc1cccc(C)c1N1CCN(c2c(C)cccc2C)CC1 | -3 | -18% | 13% | 2% | -0.9 | -10 | -2.9 | -1% | -1
CN1C(=O)N(C)C(=O)C2(Cc3cc(NC(=O)c4ccccc4Cl)ccc3N3CCCC32)C1=O (stereo unspecified) | 0 | -20% | ? | -6% | 0.2 | -2 | 0.6 | -9% | 2

Record cards, from the list above:
CCCCn1c(O)c(C(CC)=NCCN2CCCCC2)c(=O)[nH]c1=O as listed: TRHR PAM: 2; USP1-UAF1 inh: -16%; TrxR1 inh: ?; TrxR1 substrate: -9%; TRHR ag: 0.6; PI4K2A block: -1; D2 agonist: 1.1; mIDH1 inhibitor: 3%; D2 antagonist: 6
COC(=O)c1cc(COc2cc(C)cc3oc(=O)c4c(c23)CCC4)c(C)o1 as listed: TRHR PAM: -4; USP1-UAF1 inh: /; TrxR1 inh: /; TrxR1 substrate: /; TRHR ag: 0.1; PI4K2A block: /; D2 agonist: -1.2; mIDH1 inhibitor: /; D2 antagonist: -5
